Bioassay records (PubChem)
Dyrk1A ADPGlo – Dyrk1A (rat) kinase inhibition; ADP-Glo luminescence, NFATc1 peptide; 310,000 compounds, 0.43% hits; inhibition, % at 12.5 µM; in the data active = inhibition above about 50%;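 note: plate controls were vehicle with enzyme for no effect and no enzyme for full effect; many of its hits are not listed in these tables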
Numbers without * were called inactive.

Start of the listing, in advance (2 entries):
SMILES	Dyrk1A ADPGlo
Oc1ccccc1C=NN1CCCCCC1	0
COc1ccc2sc(-c3ccccc3OC)c(C#Cc3cncn3C)c2c1	4

The list itself, repeating the preview:
SMILES	Dyrk1A ADPGlo
Oc1ccccc1C=NN1CCCCCC1	0
COc1ccc2sc(-c3ccccc3OC)c(C#Cc3cncn3C)c2c1	4
CCC(=O)c1ccc(OCC(=O)OC(C)C(=O)Nc2c(C)n(C)n(-c3ccccc3)c2=O)cc1 (stereo unspecified)	1
O=S(=O)(Nc1ccc2ccccc2c1)N1CCCCC1	-1
Cc1ccc(S(=O)(=O)N2CCN(C(=O)COC(=O)CC(C)c3ccccc3)CC2)c(C)c1 (stereo unspecified)	-10
Cc1cc(C(C)(C)C)cc(C)c1CCNC(=O)c1c(C)noc1C	-3
CCCN(CC(=O)Nc1ccccc1OC)CC(=O)c1c(N)n(Cc2ccccc2)c(=O)n(C)c1=O	2
CCOc1ccc(C(C)NC(=O)c2ccc3c(c2)NC(=O)C(C)S3)cc1OCC (stereo unspecified)	7
Cc1ccc(C(=O)N2[C@@H]3CN(C)C(=O)[C@@]2(C)[C@H]2C(=O)N(C)C(=O)[C@@H]32)cc1	-4
CCOc1ccccc1NC(=O)CC1(CC(=O)N2CCOCC2)CCCC1	-2
Cc1cccc(NS(=O)(=O)c2ccc(C)c(NS(=O)(=O)c3cccs3)c2)c1	-12
CC(C)n1c(CNC(=O)c2ccccc2F)nnc1SCC(=O)NC1CCCCC1	-3
O=[N+]([O-])c1ccc2c(c1)CCN2	10
COc1ccc(S(=O)(=O)N(C)C)cc1NC(=O)Cc1ccc(S(=O)(=O)N2CCOCC2)s1	8
O=C1NCC(Nc2ccc(Br)cc2)C(=O)N1 (stereo unspecified)	-3
CN(C)N1C(=O)C2C3C=CC(O3)C2C1=O (stereo unspecified)	-1
CC1(C)COC(c2cccc([N+](=O)[O-])c2)OC1	-3
Cc1ccc(NC(=O)c2ncn(CCCNCc3ccccn3)n2)cc1C	27
COc1ccc(C(CNC(=O)CNC(=O)c2cc(OC)c(OC)c(OC)c2)N2CCOCC2)cc1 (stereo unspecified)	0
CCCCN1CC(COc2ccccc2)Oc2cccc(F)c2S1(=O)=O (stereo unspecified)	3
CN1C(c2ccc(F)cc2)=CS/C1=C(/C#N)c1nnc2n1-c1ccccc1SC2	-1
CN(Cc1cc(Cl)cc(Cl)c1O)Cc1c(O)ccc2ccccc12	11
Cc1cc(-c2ccccc2)nc(N/N=C/c2ccc(O)cc2)n1	-22
Cc1cc(C)cc(NS(=O)(=O)CCCS(=O)(=O)Nc2cc(C)cc(C)c2)c1	-3
O=C(CCCN1C(=O)NC2(CCCC2)C1=O)Nc1ccc(Cl)c(S(=O)(=O)N2CCOCC2)c1	-6

Next structures:
SMILES	Dyrk1A ADPGlo
O=C(Cc1ccccc1)NN=C1CCCC1	-2
COCCOC(=O)C1=C(C)NC(=S)NC1c1ccc(OCC(=O)N2CC(C)OC(C)C2)c(OC)c1 (stereo unspecified)	-5
COc1ccc(C2(CNC(=O)c3cc(OC)c(OC)c(OC)c3)CCCC2)cc1OC	6
CN1C[C@@H]2[C@@H]3C(=O)N(Cc4ccccc4)C(=O)[C@@H]3[C@](C)(C1=O)N2C(=O)c1ccc(C(F)(F)F)cc1	0
O=C(CN(C1CCCCC1)S(=O)(=O)c1ccc(F)cc1)NCC1CCCO1 (stereo unspecified)	3
COc1ccc(S(=O)(=O)N2CCN(C)CC2c2ccccc2)cc1OC (stereo unspecified)	-1
O=C(Nc1ccc(S(=O)(=O)N2CCOCC2)cc1)c1ccc(Cl)c([N+](=O)[O-])c1	-6
CN(Cc1ccccc1)C(=O)COC(=O)c1ccc(-n2cnnn2)cc1	18
CSc1nc(NCCN(C)C)c2sc3nc(-c4ccco4)c4c(c3c2n1)CCC4	-2
O=C(Nc1ccc(S(=O)(=O)N2CCCC2)cc1)c1ccc(F)cc1	13
Cc1ncc(CO)c(/C=N/NC(=O)c2ccoc2C)c1O	5
CN1C(C)(C)CC(=NO)CC1(C)C	2
CC(C(=O)Nc1ccc(S(=O)(=O)N2CCCC2)cc1)N1CCCC(C(N)=O)C1 (stereo unspecified)	-6
COc1cccc(C(CNC(=O)C2CCN(C(=O)Nc3ccccc3)CC2)N(C)C)c1 (stereo unspecified)	-3
COc1cc(NC(=O)COC(=O)Cn2cnc3c2c(=O)n(C)c(=O)n3C)cc(OC)c1	-1
CCOC(=O)C1=C(C)c2ccccc2OC1(CC)C(=O)OCC (stereo unspecified)	1
Cc1cc(C)c(S(=O)(=O)Oc2ccccc2[N+](=O)[O-])c(C)c1	4
O=C(Nc1ccc(Cl)c(S(=O)(=O)N2CCOCC2)c1)c1ccc(Cl)nc1	1
COc1ccc(CNC(=O)C(C)Sc2ccc(S(=O)(=O)N3CCOCC3)cn2)cc1 (stereo unspecified)	4
Cc1ccc(S(=O)(=O)N2CCOCC2)cc1C(=O)N1CCN(Cc2ccccc2)CC1	-4
N#Cc1ccccc1S(=O)(=O)N1CCN(C(=O)c2cc3c(s2)CCC3)CC1	1
CCOc1ccc(S(=O)(=O)N(C)c2ccc(OCC(=O)Nc3ccccc3F)cc2)cc1	2
COc1ccc(/C=C/C(=O)N(C)CC(=O)Nc2cccc(F)c2)cc1S(=O)(=O)N1CCCCC1	6
COC(=O)[C@]1(Cc2ccccc2)N[C@H](CN(C)C(=O)Nc2ccccc2)[C@@H]2C(=O)N(Cc3ccccc3)C(=O)[C@@H]21	-3
COc1ccc(-c2cccc(-c3cc(=O)oc4cc(OC)cc(OC)c34)c2)cc1	5

Arranged by formula weight (descending): part of the list above.
SMILES	Dyrk1A ADPGlo
COC(=O)[C@]1(Cc2ccccc2)N[C@H](CN(C)C(=O)Nc2ccccc2)[C@@H]2C(=O)N(Cc3ccccc3)C(=O)[C@@H]21	-3
COc1ccc(S(=O)(=O)N(C)C)cc1NC(=O)Cc1ccc(S(=O)(=O)N2CCOCC2)s1	8
COc1ccc(/C=C/C(=O)N(C)CC(=O)Nc2cccc(F)c2)cc1S(=O)(=O)N1CCCCC1	6
CCOc1ccc(S(=O)(=O)N(C)c2ccc(OCC(=O)Nc3ccccc3F)cc2)cc1	2
O=C(Nc1ccc(Cl)c(S(=O)(=O)N2CCOCC2)c1)c1ccc(Cl)nc1	1
CC(C(=O)Nc1ccc(S(=O)(=O)N2CCCC2)cc1)N1CCCC(C(N)=O)C1 (stereo unspecified)	-6
CN(Cc1ccccc1)C(=O)COC(=O)c1ccc(-n2cnnn2)cc1	18
Cc1cc(C(C)(C)C)cc(C)c1CCNC(=O)c1c(C)noc1C	-3
Cc1cc(C)c(S(=O)(=O)Oc2ccccc2[N+](=O)[O-])c(C)c1	4
Cc1cc(-c2ccccc2)nc(N/N=C/c2ccc(O)cc2)n1	-22
O=S(=O)(Nc1ccc2ccccc2c1)N1CCCCC1	-1
Cc1ncc(CO)c(/C=N/NC(=O)c2ccoc2C)c1O	5
O=C1NCC(Nc2ccc(Br)cc2)C(=O)N1 (stereo unspecified)	-3
Oc1ccccc1C=NN1CCCCCC1	0
CN(C)N1C(=O)C2C3C=CC(O3)C2C1=O (stereo unspecified)	-1
O=[N+]([O-])c1ccc2c(c1)CCN2	10

(next part)
SMILES	Dyrk1A ADPGlo
CC(=O)c1ccc(OCCCC(=O)Nc2cc(S(=O)(=O)N3CCCCC3)ccc2C)cc1	4
COC(=O)C1OCOC2C(C(=O)OC)OCOC12 (stereo unspecified)	1
O=C(Nc1cc(S(=O)(=O)N2CCOCC2)ccc1N1CCCC1)c1cc(F)c(F)cc1Cl	5
Cc1cn(C2CC(O)C(CO)O2)c(=O)n(Cc2ccccc2)c1=O (stereo unspecified)	-2
Cc1c(C(=O)O)sc(S(=O)(=O)N2CCN(C(=O)Cc3ccc(Cl)cc3)CC2)c1C(=O)O	-6
O=C(COC(=O)Cc1cccc(F)c1)NC(=O)NC1CCCCC1	1
Oc1c(CN2CCOCC2)cc(CN2CCOCC2)c(O)c1O	6
COc1cccc(NC(=O)CN(C)C(C)C(=O)NC(C)c2ccc(Cl)cc2Cl)c1 (stereo unspecified)	-5
O=C(C[C@@H]1C/C=C\C[C@H](Cc2ccc(F)cc2)C(=O)OC[C@H]2CCCN2C1=O)NCCO	-1
O=C(O)Cc1cc(=O)[nH]n(-c2ccccc2)c1=O	0
Cc1cccc(C)c1NC(=O)CN1CCN(C(=O)C2CCC2)CC1	0
CN(Cc1ccccc1F)C(=O)c1ccc(NC(=O)CC2SC(N3CCCCC3)=NC2=O)cc1 (stereo unspecified)	-1
Cc1ccccc1OCCC(=O)N1CCN(S(=O)(=O)c2ccc(Br)cc2)CC1	4
O=C1CSC(=S)N1Cc1cccs1	-5
COc1ccc(-c2cc(=O)c3c(OC)c(OC)c(OC)c(OC)c3o2)cc1	11
C[C@H]1CN([C@@H](C)CO)C(=O)Cc2cc(NC(=O)Nc3ccccc3)ccc2O[C@H]1CN(C)Cc1ccccc1	10
COc1cccc(C(=O)C(=O)c2cccc(OC)c2OC)c1OC	-1
N#CC(=C(O)COC(=O)Cc1c[nH]c2ccccc12)c1nc2ccccc2[nH]1	3
O=C1NC(=O)C(Cc2ccc(O)cc2)N1 (stereo unspecified)	6
Cn1c2ccccc2c(=O)c2c(=O)n(-c3ccc(F)cc3)c(C3CCCCC3)nc21	-4
CCNC(COC(=O)c1ccc([N+](=O)[O-])cc1)C1CCCCC1 (stereo unspecified)	3
Cc1cc(NC(=O)c2cc3ccccc3o2)no1	15
CC1(C)OC2OC3C(CN)OC(c4ccccc4)OC3C2O1 (stereo unspecified)	-2
O=C(CCNC(=O)c1ccc(Br)cc1)Nc1ccc(S(=O)(=O)N2CCCCC2)cc1	1
O=C1N[C@H]2CC=C[C@H]2Nc2ccccc21	-1

Next compounds follow:
SMILES	Dyrk1A ADPGlo
CC[C@]12c3[nH]c4cc(CCC(=O)N(C)C)ccc4c3CCN1C(=O)[C@@H](CC(=O)NC/C=C(\C)CCC=C(C)C)C[C@@H]2C(=O)N1CCN(C(=O)c2ccco2)CC1	-3
COC(=O)[C@@H](Cc1ccccc1)NC(=O)CC[C@H]1O[C@@H](n2cc(C)c(=O)[nH]c2=O)C[C@@H]1O	-2
Cn1nc(C(=O)NCc2ccc(F)cc2)cc1C(=O)NCc1ccc(F)cc1	-4
CC(=O)Nc1ccc2c(c1)C(=Nc1ccccc1)c1ccccc1-2	7
O=C1C2CC=CCC2C(=O)N1c1nccs1 (stereo unspecified)	-4
COc1cc(/C=C/C=C2/CC/C(=C/C=C/c3ccc(O)c(OC)c3)C2=O)ccc1O	3
CCOC(=O)C1=CN(CC)S(=O)(=O)NC1c1ccccc1 (stereo unspecified)	-2
CC1CCC2(CC1)NC(=O)N(NC(=O)C1CCN(C(=O)c3ccc(Cl)cc3)CC1)C2=O (stereo unspecified)	-8
C[C@@H]1CN[C@@H](CCO)/C1=C\c1ccccc1	0
Cc1ccc(S(=O)(=O)N2CCN(C(=O)c3cc(S(=O)(=O)N4CCOCC4)c(Cl)cc3Cl)CC2)cc1	-5
O=[N+]([O-])c1ccc(NN=Cc2cccc(O)c2)nc1	32
CCOC(=O)C1=CN2CCC[C@H]2CC1=O	-8
CC1=CC(C)(C)NC(=S)N1CCO	0
COc1cc(/C=C/C(=O)OCC(=O)Nc2c(C)n(C)n(-c3ccccc3)c2=O)cc(OC)c1OC	9
Cc1cccc(C)c1NC(=O)CN1CCN(CCCC(c2ccc(F)cc2)c2ccc(F)cc2)CC1	5
Cc1ccc(CC(NC(=O)c2ccc(C)cc2)C(=O)O)cc1 (stereo unspecified)	-1
CN(CC(=O)Nc1ccccc1Br)C(=O)CN1CCN(Cc2cccc(Cl)c2)CC1	3
CC(=NNC(=O)c1ccncc1)c1ccc(Cl)c(Cl)c1	0
O=C(Nc1ccc([N+](=O)[O-])cc1NC(=O)c1ccccc1)c1ccccc1	-9
Cc1noc(C)c1NC(=O)Nc1ccc2c(c1)C(=O)N([C@H](C)CO)C[C@H](C)[C@@H](CN(C)C(=O)NC(C)C)O2	9
Fc1cccc(F)c1[B-](F)(F)F	-3
Cc1cc([N+](=O)[O-])c2ccccc2c1NS(=O)(=O)c1ccccc1	30
O=C(COC(=O)COc1ccc(Cl)cc1)NC1CCS(=O)(=O)C1 (stereo unspecified)	0
CCOc1cccc(C2C(C(=O)c3ccc(C)o3)=C(O)C(=O)N2c2nnc(C)s2)c1 (stereo unspecified)	6
C=CCC1CCCC(=O)N2CCCC12 (stereo unspecified)	-3

(more compounds)
SMILES	Dyrk1A ADPGlo
Cc1noc(C)c1COc1ccccc1C(=O)NC(C)c1ccc(F)cc1 (stereo unspecified)	-2
COC1C=COC2(C)Oc3c(C)c(O)c4c(O)c(c(CN5CCN(C)CC5)c(O)c4c3C2=O)NC(=O)C(C)=CC=CC(C)C(O)C(C)C(O)C(C)C(OC(C)=O)C1C (stereo unspecified)	2
O=C(COC(=O)c1ccc(S(=O)(=O)N2CCCCC2)cc1)NCc1ccc(F)cc1	9
COc1ccc(C(CNC(=O)c2cccc(NS(=O)(=O)c3ccccc3)c2)N2CCCC2)cc1 (stereo unspecified)	-1
O=S(=O)(Cc1ccccc1)NC1c2ccccc2Oc2ccccc21	-1
CCN(CC(=O)Nc1c(F)cccc1F)C(=O)c1ccc2c(=O)n3c(nc2c1)CCC3	2
Cc1ccc(Cl)cc1NC(=O)CON=C(N)c1ccccc1	4
Cc1sc2nc(CSC(C)C(=O)NC3(C#N)CCCCC3)[nH]c(=O)c2c1C (stereo unspecified)	8
COC(=O)[C@@]1(C)[C@H]2C(=O)N(Cc3ccccc3)C(=O)[C@H]2[C@H]2CN=C(SCC3CC3)N21	-1
O=C(COC(=O)c1ccc(F)cc1Cl)NC1CCS(=O)(=O)C1 (stereo unspecified)	-2
COc1ccccc1C1/C(=C(/O)c2cnn(-c3ccccc3)c2C)C(=O)C(=O)N1CCN(C)C (stereo unspecified)	-11
CCCCNS(=O)(=O)CCNCc1ccc(OC)cc1	4
Cc1cccnc1NC(=O)c1ccco1	5
CC1(c2ccc3ccccc3c2)NC(=O)N(CC(=O)N2CCN(Cc3ccc(C#N)cc3)CC2)C1=O (stereo unspecified)	2
Cc1cn(C2CCCCO2)c(=O)[nH]c1=O (stereo unspecified)	-5
Cc1cc(C)nc(NC2=N[C@@H]3CCCC[C@H]3N2C(=O)Nc2cc(Cl)cc(Cl)c2)n1	2
COc1ccc(C(=O)COC(=O)C2CCN(c3ccc(C(F)(F)F)cn3)CC2)c(OC)c1	9
O=C(COC(=O)/C=C/c1ccc(F)cc1)NC1CCCC1	3
CC(C)(C)OC(=O)N(Cc1ccccc1)Cc1cccc(OCc2cccc(NC(=O)C3CC3)c2)c1	-7

A portion of the library; rates above refer to the full screens.
